Compound activity as filed in PubChem.
KLF5 inhibitor = inhibitors of KLF5 expression; AID 1700; inhibition, % at 5 µM; actives 0.23% (n = 290,000); DLD-1 KLF5 promoter-luciferase reporter, luminescence;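 active = inhibition above a per-plate limit of that plate's mean compound inhibition plus 3 SD, cut at about 60% in these data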;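 note: 0% = DMSO wells and 100% = LY294002 at 200 µM; higher means less KLF5 promoter-driven luciferase light; inactives centre near -14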
aSyn 5UTR inh = MLPCN primary screen, SNCA 5' untranslated region | actives 0.82% (n = 300,000) | inhibition, % (tested at 7.5 µM) | alpha-synuclein 5'UTR reporter, inhibitor activity; in the data active = inhibition above about 60%; inconclusive = no clear call, values can overlap the other calls;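 note: H4 neuroglioblastoma cells stably carrying SNCA 5'UTR luciferase fusion; 0% = DMSO wells and 100% = positive control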
HSF1 inh = HSF1 inhibition | NIH3T3-HGL HSE-luciferase, MG132-induced, luminescence 8 h; hits give low values | activity change, negative = inhibition, % at 7.5 µM (by protocol) | actives 0.77% (n = 300,000);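 active = more than half of replicate wells show activity change below -50%, luminescence cut by over half; inconclusive = some wells, but at most half, below -50%; inactive = no replicate well below -50%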;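 note: luciferase reports HSF-1 transcriptional activity via heat shock element; 0% = median of DMSO wells and -100% = zero luminescence signal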
IEC-6 tox = kills IEC-6 intestinal cells in KLF5 counter-screen | inhibition, % at 5 µM | actives 0.78% (n = 290,000) | AID 1825 | IEC-6 cytotoxicity, luminescence viability; in the data active = inhibition above about 22%;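 note: 0% = plate median of test compound wells and 100% = cytotoxic reference compound wells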
HSP90 refold inh = HSP90 refolding inhibition in rabbit reticulocyte lysate | inhibition, % at 5.6 µM | actives 0.91% (n = 290,000) | AID 1789 | luciferase refolding luminescence, 3 h;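 active = inhibition above the screen-wide mean plus 3 SD, computed separately per campaign, cut at about 16% in these data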;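 note: 0% = DMSO wells and 100% = 60 µM geldanamycin wells; inhibitors lower the luminescence because luciferase stays unfolded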
HDAC3 inhib = inhibitors of human histone deacetylase 3; O15379; recombinant HDAC3, fluorogenic peptide/trypsin coupled, fluorescence; inhibition, % at 8.3 µM; actives 0.15% (n = 320,000); AID 2718; in the data active = inhibition above about 26%, passing the limit was not always enough; inconclusive = no clear call, values can overlap the other calls
Target sequence (O15379 whole entry, looked up): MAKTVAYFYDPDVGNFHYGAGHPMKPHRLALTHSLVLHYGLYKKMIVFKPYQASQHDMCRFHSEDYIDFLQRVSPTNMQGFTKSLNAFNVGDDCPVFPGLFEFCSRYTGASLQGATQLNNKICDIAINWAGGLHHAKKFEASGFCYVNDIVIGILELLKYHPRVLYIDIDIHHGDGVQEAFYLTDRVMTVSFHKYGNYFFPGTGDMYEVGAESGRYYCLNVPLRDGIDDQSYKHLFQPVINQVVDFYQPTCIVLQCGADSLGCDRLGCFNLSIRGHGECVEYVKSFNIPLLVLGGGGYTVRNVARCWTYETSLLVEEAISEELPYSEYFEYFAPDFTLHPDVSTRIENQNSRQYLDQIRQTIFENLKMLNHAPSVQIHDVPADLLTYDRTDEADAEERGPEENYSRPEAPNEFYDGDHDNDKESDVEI
Platelet DG rel = modulates dense granule release in human platelets; inhibition, %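 (compounds screened at 7.5 µM in platelet-rich plasma)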; actives 0.22% (n = 300,000); human platelet-rich plasma, SFLLRN dense granule ATP release, luminescence;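 active = mean replicate score, as percent of positive control, at or above 50; inconclusive = mean below 50 but at least one replicate at or above 50; inactive = mean and every replicate below 50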
HSF1 activator = increases HSF-1 driven luciferase reporter signal | NIH3T3-HGL HSF-1 luciferase reporter, MG132, 8 h; 100% = twice DMSO control signal | activation, % at 9 µM | actives 1.7% (n = 300,000) | AID 504408;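 active = mean replicate activation of at least 50% with a set share of replicates each reaching 50%; inconclusive = only one of those two conditions met; inactive = mean below 50% and too few replicates reaching it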;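 note: 0% = median of the neutral control wells and 100% = twice that signal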
HIF activator = HIF pathway transcriptional activation; U2OS HRE-luciferase reporter, luminescence; normalized: DMSO 0%, desferrioxamine 100%; activation, % at 7.5 µM (by protocol); actives 0.32% (n = 300,000); AID 1910;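 active = mean activation of at least 10% of the iron chelator positive control signal, with at least half of replicates also reaching 10%; inconclusive = mean and replicate majority disagree about reaching 10%; inactive = mean and most replicates under 10%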
AI-2 QS modul = modulators of Vibrio harveyi AI-2 quorum sensing system | Vibrio harveyi JMH597 AI-2 luminescence/OD600 ratio, 9 h; hits give low values; strain lacks LuxN and CqsS sensors; 0 = neutral-control median | activity change, % at 7.5 µM | actives 0.4% (n = 300,000); in the data active = activity change below about -75%, passing the limit was not always enough; inconclusive = no clear call, values can overlap the other calls;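 note: luminescence divided by OD600 gain over 9 h not by final OD600 alone; inactives centre near 13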
Active calls of the source: *; u = inconclusive; x = not tested or not shown. Compounds as they come. Share with any hit: about 5%.

Values run as follows: KLF5 inhibitor, aSyn 5UTR inh, HSF1 inh, IEC-6 tox, HSP90 refold inh, HDAC3 inhib, Platelet DG rel, HSF1 activator, HIF activator, AI-2 QS modul
- Cc1ccc(OCC(=O)NC2CC(C)(C)NC(C)(C)C2)cc1C
 : -2, -10, -1, -5, 0, -7, 1, 29, -0.3, 21
- COc1ccc(-c2c(C(F)(F)F)nn(C)c2NC(=O)c2ccco2)cc1
 : -2, 26, 7, 8, 0, 1, -1, 12, -0.7, 11
- CCOc1ccc(NC(=O)N(c2ccccc2)c2ccccc2)cc1
 : -25, 10, 0, -1, -1, 0, -5, -22, -1.2, x
- CN(Cc1cnn(C)c1)C(=O)c1cc2ccccc2oc1=O
 : -26, 11, -1, 5, 3, 0, -32, -8, 0.0, 10
- O=C(Nc1nc2ccccc2n1CCOc1ccccc1)c1ccco1
 : -17, 58, 10, 9, 2, 7, 0, -5, 1.1, 16
- Cc1ccc(CSCC(=O)N(C)CC(=O)Nc2ccc(Br)cc2C)cc1
 : x, 7, 2, x, x, -1, 2, -1, 0.8, 36
- CCN(CC)C(=O)CSc1nc2c(sc(=S)n2CC)c(=O)n1-c1ccccc1
 : -41, 0, 9, -1, 5, -4, -1, 4, 0.0, 17
- c1ccc(-c2nccc(-c3ccc(-n4cnc5ccccc54)cc3)n2)nc1
 : -12, -88, -14, -3, 0, -3, 5, -26, 1.9, 30
- COc1ccc(NS(=O)(=O)c2ccc(C)c(C(=O)N(C)CCc3ccc(OC)c(OC)c3)c2)cc1
 : x, 28, -6, x, x, u, 1, -6, 0.1, 23
- CCOC(=O)NC(=O)/C(C=Nc1ccc(Cl)cc1)=C(\C)O
 : 3, 25, 0, -5, -4, 0, -2, -3, 0.1, 0
- Cc1n[nH]c(C)c1S(=O)(=O)N(CC(=O)N1CCc2ccccc21)c1ccc(C(C)C)cc1
 : -10, 34, 62, -5, -1, 5, -14, 75*, x, 39
- COCON1C(=O)CN(C(C)=O)C1c1ccc(Cl)cc1Cl (centres undefined)
 : -21, -1, -3, 1, 1, -8, 5, 8, -0.2, 4
- CC(C)(C)n1nnnc1C(c1ccccc1F)N1CCN(C2CCCC2)CC1 (centres undefined)
 : -44, -11, 2, -1, 23*, x, 0, 18, -0.5, 44
- CN(Cc1ccccc1)C(=O)CCCn1c(=O)[nH]c2cc(Cl)ccc2c1=O
 : -16, -31, 7, 1, 4, -2, 5, -17, 0.1, 18
- COc1cc2[nH]c(=O)n(CCCCCC(=O)N3CCN(c4ccccn4)CC3)c(=O)c2cc1OC
 : -23, 11, -3, 4, 3, -2, -9, 10, -0.3, 14
- O=C(/C=C/c1ccco1)Nc1nc(-c2ccccn2)cs1
 : -49, -79, -1, 6, -2, 4, 4, 11, 2.8, 41
- CC(=O)/C(=N\Nc1cccc(Cl)c1)Sc1nnc(-c2ccccc2)n1-c1ccccc1
 : -16, 8, -5, -7, 3, 1, -7, 1, 0.3, -6
- COc1ccc(C2C(C(C)=O)=C(O)C(=O)N2CCc2c[nH]c3ccccc23)cc1 (centres undefined)
 : -16, -9, 11, -1, 2, -1, -15, 37, -0.5, 33
- CCc1ccc(N2CC(C(=O)Nc3ccc(S(=O)(=O)N4CCCCC4)cc3)CC2=O)cc1 (centres undefined)
 : -3, 17, 1, 5, 3, 0, -5, 10, -3.3, -12
- NC(=O)CSc1nnc(-c2ccoc2)o1
 : -9, 1, 3, -1, 2, -1, 0, 13, -0.4, 6
- O=C(NC1CCCC1)C1CCCN1C(=O)Oc1ccccc1 (centres undefined)
 : -15, -5, -3, -2, 1, 0, 8, -11, -0.7, 9
- COc1ccc(C(=NN)c2ccc(OC)cc2)cc1
 : x, -133, 22, x, x, 8, -5, 29, 2.4, 18
- CCOC(=O)c1cc(C)n(Cc2ccc(OCC)c(OC)c2)c1C
 : -29, -5, -5, 3, 3, 4, 0, -1, 0.2, 19
- CC(=O)C1=C(O)C(=O)N(c2nccs2)C1c1ccc(F)cc1 (centres undefined)
 : -20, 16, 6, 0, 1, 11, -4, 6, 0.5, 19
- O=C(Nc1cccc(NC(=O)c2cccc(F)c2)c1)c1ccccc1
 : -1, 8, -6, -1, -3, 6, 1, -5, -19, 24
- Cc1ccc(O)c(C(=O)c2cnn(C(=O)COc3ccccc3C#N)c2)c1
 : -5, 1, 6, 2, 3, -4, -3, 11, 0.0, -6
- OC(CNc1ccccc1)COc1ccc(OCC(O)CNc2ccccc2)cc1 (centres undefined)
 : 13, -3, -10, 16, 4, 5, 7, -10, 0.5, 13
- COc1ccc(C(=O)NCc2ccc(Cl)c(Cl)c2)cc1OC
 : -23, 9, 2, -6, -2, -4, 18, -3, -0.1, 11
- CC(C)(C)C1CCC2(CC1)NC(CO)(CO)CO2 (centres undefined)
 : -37, 32, -6, 5, 0, 1, -3, -10, -0.2, 3
- O=C(COC(=O)c1cccs1)Nc1ccc(S(=O)(=O)N2CCOCC2)cc1
 : -24, 2, -1, 0, 1, 5, 17, 12, -2.9, -57

Shown field by field: entries from further up.
> CC(=O)C1=C(O)C(=O)N(c2nccs2)C1c1ccc(F)cc1 (centres undefined)
  KLF5 inhibitor: -20
  aSyn 5UTR inh: 16
  HSF1 inh: 6
  IEC-6 tox: 0
  HSP90 refold inh: 1
  HDAC3 inhib: 11
  Platelet DG rel: -4
  HSF1 activator: 6
  HIF activator: 0.5
  AI-2 QS modul: 19
> CN(Cc1ccccc1)C(=O)CCCn1c(=O)[nH]c2cc(Cl)ccc2c1=O
  KLF5 inhibitor: -16
  aSyn 5UTR inh: -31
  HSF1 inh: 7
  IEC-6 tox: 1
  HSP90 refold inh: 4
  HDAC3 inhib: -2
  Platelet DG rel: 5
  HSF1 activator: -17
  HIF activator: 0.1
  AI-2 QS modul: 18
> COc1ccc(C(=NN)c2ccc(OC)cc2)cc1
  KLF5 inhibitor: x
  aSyn 5UTR inh: -133
  HSF1 inh: 22
  IEC-6 tox: x
  HSP90 refold inh: x
  HDAC3 inhib: 8
  Platelet DG rel: -5
  HSF1 activator: 29
  HIF activator: 2.4
  AI-2 QS modul: 18
> CCOC(=O)c1cc(C)n(Cc2ccc(OCC)c(OC)c2)c1C
  KLF5 inhibitor: -29
  aSyn 5UTR inh: -5
  HSF1 inh: -5
  IEC-6 tox: 3
  HSP90 refold inh: 3
  HDAC3 inhib: 4
  Platelet DG rel: 0
  HSF1 activator: -1
  HIF activator: 0.2
  AI-2 QS modul: 19

More compounds:
Structure,KLF5 inhibitor,aSyn 5UTR inh,HSF1 inh,IEC-6 tox,HSP90 refold inh,HDAC3 inhib,Platelet DG rel,HSF1 activator,HIF activator,AI-2 QS modul
CCOC(=O)c1c(S(=O)(=O)NCCc2ccc(OC)c(OC)c2)c(C)n(C)c1C,-13,39,-9,0,1,-9,-7,1,-1.3,31
Cn1c(SCC(=O)NCc2ccccc2)nnc1C1CC1,-21,13,-18,-3,0,3,8,-41,0.4,11
Cc1nc2ccccc2nc1OCC(=O)Nc1ccc(F)cc1,1,-2,4,6,-5,-1,-1,12,-0.5,7
CN1CCN(C(=S)c2cn(Cc3ccccc3)c3ccccc23)CC1,5,2,4,1,2,2,10,1,0.1,-64
Cc1cc([N+](=O)[O-])nn1CC(=O)N(C)Cc1ccccc1,-16,10,2,-3,-1,4,5,1,-16,28
N#C/C(=C\c1ccc(N2CCOCC2)o1)C(=O)NCC1CCCO1 (centres undefined),-21,2,-11,2,-2,13,0,17,0.1,37
COC(=O)c1c(NC(=O)C2Cc3ccccc3C(=O)O2)sc2c1CCCC2 (centres undefined),-5,9,x,-6,0,-4,8,x,0.3,9
CC(=O)c1c(C)[nH]c(C(=O)CSc2nnc(-c3ccco3)n2Cc2ccccc2)c1C,7,-6,6,-4,-2,8,-1,11,0.1,3
COc1ccccc1NC(=O)C1CC(C)OC1=O (centres undefined),x,12,9,x,x,2,-3,32,-0.2,-6
S=C(NCc1ccccc1)NCc1ccc(Cl)cc1,-13,x,x,-10,-5,6,x,x,x,-31
CN(C)N1C(N)=C(C#N)C(c2cccs2)C2=C1CC(C)(C)CC2=O (centres undefined),-21,-2,1,4,-2,-7,12,0,0.2,-2
CC[n+]1c(C=C2C=C(C)OC(C)=C2)sc2ccccc21,30,9,-12,25*,-2,x,-1,-17,0.8,24
CCn1c(CN2CCN(CCO)CC2)nc2ccccc21,-12,11,-4,3,-3,2,8,-23,0.1,7
COc1ccc(C(=O)Cc2ccc(OC)c(OC)c2)c(OC)c1,-54,-5,-3,-2,-5,0,3,7,0.0,9
Cc1ccccc1CN1CCC(n2nccc2NC(=O)c2ccc3c(c2)OCO3)CC1,-23,6,2,-3,-2,5,5,15,-0.6,22
O=C(NCC(=O)N1CCN(C(c2ccccc2)c2ccccc2)CC1)c1ccc(Br)o1,-19,-37,-3,-2,-1,0,6,1,0.4,11
CCCn1c(-c2ccccc2)nc2c(=O)n(C)c(=O)[nH]c21,-18,14,8,-4,8,-82,30,0,0.3,4
COc1cc(NC(=O)CSCC(=O)Nc2cccc(C(F)(F)F)c2)c(Cl)cc1Cl,2,-1,-19,0,-2,u,20,-23,-0.3,28
CCOc1ccc(-n2c(Cc3cc(=O)[nH]c(=O)[nH]3)nnc2SCC(=O)Nc2nnc(C)s2)cc1,-10,-15,-2,4,0,5,-5,-1,-0.3,25
O=C(c1nc2ccccn2c1CNCCCn1nnc2ccccc21)N1CCOCC1,1,6,-2,-2,7,7,4,-11,-0.2,-6
Cn1c(SCC(=O)NCc2ccc3c(c2)OCO3)ncc(C(=O)Nc2ccc(F)cc2)c1=O,x,-28,-5,x,x,3,5,-13,0.8,2
COc1ccc(S(=O)(=O)N2CCC(C(=O)N3CCCCC3)CC2)cc1,-18,-6,-8,2,-1,-2,0,8,-0.2,30
Cc1ccc(C(=O)OCC(=O)Nc2c(Cl)cc(S(N)(=O)=O)cc2Cl)o1,-36,11,2,1,-5,-12,7,-1,-0.4,11
CC(=O)Nc1ccc(NC(=O)CCC(=O)NCCO)cc1,0,-1,-5,1,-3,-1,7,4,0.0,18
O=C(Nc1ccc2c(c1)OCO2)c1ccc(=O)[nH]n1,-27,-47,14,8,2,1,2,3,1.0,0
CN1C2=C(C(=O)CC(C)(C)C2)C(c2cccs2)C2=C1CC(C)(C)CC2=O,x,6,-1,x,x,-2,3,6,0.3,19
COc1ccc(CCNC(=O)C2CCN(C(=O)c3ccc(OC)c(OC)c3)CC2)cc1,-30,22,-1,0,-4,-2,6,-12,0.3,7
CCn1c(SCC(=O)c2ccc(Cl)cc2)nnc1C(C)C,-42,-76,148,-3,0,2,10,145*,3.3,-3
